From PubChem BioAssay
AmpC detergent – AmpC beta-lactamase inhibition with detergent present. AmpC hydrolysis of nitrocefin, absorbance 480 nm, 0.01% Triton. AID 485294. Potency, µM (top dose mostly 114 µM), inactives show at the top dose activity change, negative = inhibition, hits mostly inhibitors. P00811. 0.041% of 370,000 active;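 note: potency is the fitted concentration of half-maximal effect; 0% = no-compound wells and -100% = no-enzyme wells; nearly all actives have a fitted effect of over 25% in size; some results filed as inactive show a strong effect at the top dose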
Target sequence (P00811 whole entry, looked up): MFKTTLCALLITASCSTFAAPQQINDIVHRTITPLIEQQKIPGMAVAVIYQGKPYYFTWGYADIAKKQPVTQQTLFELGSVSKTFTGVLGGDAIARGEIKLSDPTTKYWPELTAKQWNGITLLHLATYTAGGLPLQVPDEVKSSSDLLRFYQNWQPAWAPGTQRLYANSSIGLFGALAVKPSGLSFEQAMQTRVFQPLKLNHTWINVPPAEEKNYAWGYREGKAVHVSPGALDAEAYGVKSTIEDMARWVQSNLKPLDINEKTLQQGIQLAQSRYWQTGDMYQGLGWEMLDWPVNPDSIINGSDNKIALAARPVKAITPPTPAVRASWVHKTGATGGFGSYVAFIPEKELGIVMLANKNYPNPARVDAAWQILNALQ
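20 mM phosphate pH 7.0 + 0.01% (detergent screen) or 0.0001% Triton X-100; 5.3 nM AmpC reagent; cpd preinc 15 min RT; nitrocefin (800 uM stock) to start; A480 q20 s × 4 min; Activity was normalised to no-enzyme and no-compound control wells.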
TbPYK inhibitor – blocks Trypanosoma brucei pyruvate kinase. Q57TT1. TbPYK enzyme, Kinase-Glo Plus ATP luminescence, 45 min. Potency, µM (doses to about 76.8 µM), without a hit: at the highest dose activity, negative = inhibition, usual class: inhibitors. 0.12% of 410,000 active. AID 624173; note: potency is the fitted concentration of half-maximal effect; nearly all actives have a fitted effect of over 50% in size
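In this concentration-response screen, enzyme-free wells defined baseline while DMSO plates tracked drift. Each reaction combined TbPYK, substrate, compound and 130 uM ADP for 45 min at room temperature. Kinase-Glo Plus luminescence gave the signal.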
LmPK inhibitor – inhibitors of Leishmania mexicana pyruvate kinase. Q27686. purified LmPK, Kinase-Glo ATP luminescence, 1 h. Potency, µM (top dose mostly 57.5 µM), inactives show at the top dose activity change, negative = inhibition, usual class: inhibitors. 0.37% of 290,000 active; note: potency is the fitted concentration of half-maximal effect
Target sequence (Q27686 whole entry, looked up): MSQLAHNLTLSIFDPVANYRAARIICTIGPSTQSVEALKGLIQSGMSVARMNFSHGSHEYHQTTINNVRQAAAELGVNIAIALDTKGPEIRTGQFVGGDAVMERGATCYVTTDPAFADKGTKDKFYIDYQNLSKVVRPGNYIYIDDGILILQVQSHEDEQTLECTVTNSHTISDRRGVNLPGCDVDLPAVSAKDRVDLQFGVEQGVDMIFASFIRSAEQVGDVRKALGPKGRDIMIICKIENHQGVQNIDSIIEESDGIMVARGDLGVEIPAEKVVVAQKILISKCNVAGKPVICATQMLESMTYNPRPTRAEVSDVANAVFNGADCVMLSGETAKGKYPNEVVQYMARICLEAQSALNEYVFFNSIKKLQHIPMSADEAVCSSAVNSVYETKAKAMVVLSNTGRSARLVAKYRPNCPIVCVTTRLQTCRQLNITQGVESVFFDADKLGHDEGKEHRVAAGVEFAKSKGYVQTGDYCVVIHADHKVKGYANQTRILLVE
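0.1 nM LmPK, 0.5 mM PEP, 0.1 mM ADP; 50 mM imidazole pH 7.2, 7 mM MgCl2, 50 mM KCl; 1 h RT. Kinase-Glo luminescence readout, normalized to no-enzyme (full inhibition) and uninhibited wells.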
HCMV inh – human cytomegalovirus inhibition. 4.5% of 410,000 active. HFF cells, HCMV-luciferase reporter, 72 h; active compounds read low. activity change, negative = inhibition, % at 57.5 µM; in the data active = activity change below about -60%; inconclusive = no clear call, values can overlap the other calls; inactive = above about -39%
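Two-dose cell screen: HFF monolayers treated with compounds and infected with luciferase-expressing HCMV at 1 PFU/cell, 72 h at 37C, then lysed for luciferase measurement.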
AMA1 RON2 block – inhibitors of Plasmodium falciparum AMA1-RON2 interaction. AlphaScreen AMA1-biotinylated RON2 peptide binding. Potency, µM (titrated, usually from 58.2 µM), without a hit: top-dose activity change, negative = inhibition, actives largely listed as inhibitors. 0.2% of 360,000 active;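 note: potency is the fitted concentration of half-maximal effect; 0% = vehicle wells and -100% = peptide control; nearly all actives have a fitted effect of over 45% in size; some results filed as inactive show a strong effect at the top dose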
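AMA1 (3D7) with his tag at 25 nM final met compounds first, then biotinylated RON2 peptide at 25 nM; detection used donor plus acceptor beads, 10 µg/mL apiece, read by AlphaScreen after 30 min at room temperature.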
AmpC no deterg – AmpC beta-lactamase inhibition without detergent. P00811. AmpC nitrocefin hydrolysis, absorbance 480 nm, 0.0001% Triton. Potency, µM (series often up to 57.1 µM), inactives show top-dose activity change, negative = inhibition, hits mostly inhibitors. 0.52% of 330,000 active;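 note: potency is the fitted concentration of half-maximal effect; plate controls were no compound for no effect and no enzyme for full effect; nearly all actives have a fitted effect of over 20% in size; some results filed as inactive show a strong effect at the top dose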
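20 mM phosphate pH 7.0 + 0.01% (detergent screen) or 0.0001% Triton X-100; 5.3 nM AmpC reagent; cpd preinc 15 min RT; nitrocefin (800 uM stock) to start; A480 q20 s × 4 min; Activity was normalised to no-enzyme and no-compound control wells.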
HCV inh – inhibitors of hepatitis C virus infection | Huh7.5.1 HCVcc-Cre infection, luciferase reporter, 44 h | Potency, µM (titrated, usually from 41.8 µM), inactives show top-dose activity change, negative = inhibition, most hits filed as inhibitors | 3.4% of 340,000 active; note: potency is the fitted concentration of half-maximal effect
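Seed cells (1,000/well) for 4 h; treat with compound and infect with HCVcc-Cre, moi about 0.5. Incubate 44 h, then detect luciferase activity.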
The depositor's hits bear a star; ? = inconclusive; . = not tested or not shown; & = joins results of further samples; [ ] = dose if it differs, or a comment. Unless noted, calls come from the whole dose curve; as a rule, active = well fitted curve in the direction sought with a large enough effect; inconclusive = small, poorly fitted or top-dose-only effect, or another doubt; inactive = no such curve, though single readings can be large; an effect the other way counts as inactive or inconclusive. Unless noted, % is set by controls: 0 for no effect and ±100 for the full control effect.

SMILES	AmpC detergent	TbPYK inhibitor	LmPK inhibitor	HCMV inh	AMA1 RON2 block	AmpC no deterg	HCV inh
Cc1ccccc1C[n+]1cccc2ccccc21	-5%	1%	.	-39	5%	-9%	7%
CC1CCN(CC(=O)Nc2ccc(S(=O)(=O)N3CCC(C)CC3)cc2)CC1	?	-15%	-2%	-18	-1%	9%	?
Cc1nc2ccn(Cc3ccco3)c(=O)c2cc1C(=O)N1CCN(c2ccccc2)CC1	-2%	-3%	.	0	.	.	.
O=S(=O)(c1ccc(-c2cn3ccccc3n2)cc1)N1CCOCC1	-11%	.	3%	-30	-3%	-4%	6%
CC(C)Oc1ccc(Cc2cnc(=S)[nH]c2N)cc1	-15%	-9%	1%	-3	80%[activator]	-44%	-17%
CC(=O)c1cccc(NC(=O)Nc2cccnc2)c1	2%	-3%	-5%	-77*	-2%	-16%	1%
NC(=O)Nc1cccc(C(F)(F)F)c1	0%	8%	2%	2	-4%	-8%	2%
O=c1[nH][nH]c2c1[C@H](CCc1cccc(Cl)c1)O[C@H](CCc1ccccc1)C2	.	-3%	.	2	78%[activator]	.	.
Cc1ccc(-c2nc3ccccc3c(=O)n2-c2cccc(O)c2)cc1	-6%	-2%	3%	?	-3%	-13%	-6%
COc1ccc(NC(=O)C(NC(=O)Cc2cccs2)c2ccc(OC)cc2)cc1 (stereo not drawn)	10%	-1%	.	-8	.	.	.
CC(C)(O)CC[C@@H](O)[C@](C)(O)[C@H]1CC[C@@]2(O)C3=CC(=O)[C@@H]4C[C@@H](O)[C@@H](O)C[C@]4(C)[C@H]3CC[C@]12C	-9%	-30%	-5%	?	-14%	-13%	-13%
O=[N+]([O-])c1ccc(Cl)c(/C=N/n2c(-c3cccnc3)n[nH]c2=S)c1	0%	.	4%	.	.	1%	9%
Cc1ccc(CCNC(=O)C2CCCN(S(=O)(=O)c3cccc4nsnc34)C2)cc1 (stereo not drawn)	1%	2%	0%	10	20%	-8%	24%
O=C(c1ccccc1Sc1ccccc1[N+](=O)[O-])N1CCCCC1	-6%	7%	3%	-18	-1%	61%[activator]	-13%
Cc1ccc(C)c(C(=O)COC(=O)c2cc(S(=O)(=O)N3CCOCC3)ccc2F)c1	.	0%	.	-14	1%	.	.
O=C1c2ccccc2C(=O)N1CCCn1nnc(-c2ccc(N3CCOCC3)cc2)n1	-11%	-7%	-3%	.	2%	-6%	2%
O=C1CCc2cc(S(=O)(=O)N3CCC(C(=O)Nc4nccs4)CC3)ccc2N1	-5%	-9%	-3%	40	-4%	-8%	0%
COc1ccc(S(=O)(=O)N2CCC3(CC2)OCCN3S(=O)(=O)c2ccc(C)cc2)cc1OC	-3%	1%	.	-14	-20%	19%	29%
Cc1ccccc1-c1noc(-c2ccc(O)cc2)n1	-12%	-28%	14µM*	-17	7%	-21%	14µM*
COc1ccccc1C(=O)NCCN1CCN(C(=O)c2ccccc2OC)CC1	-11%	-9%	3%	39	22%	-1%	?
COc1cc(-c2cc(OC)c3c(C)oc(C)c3c(=O)c2)ccc1OC(=O)c1ccccc1Cl	23%	-17%	.	362	.	.	.
CC(C)/C=N/NC(=O)c1cc(Br)ccc1O	-7%	-5%	4%	18	44%[activator]	-34%	5%
CCOC(=O)c1ccccc1NC(=O)Cc1ccccc1OC	-6%	4%	0%	-1	-1%	-20%	4%
Cc1ccc(/C=N/n2c(C3CCCCC3)n[nH]c2=S)s1	-5%	?	-2%	-8	31%[activator]	-30%	7%
CC(=O)N1C(=O)/C(=C2\SC(=S)N(NC(=O)c3ccc(O)cc3)C2=O)c2ccccc21	?	-13%	0%	37	-28%	20µM*	17%
Cc1cnc(C(=O)OCC(=O)Nc2cc(-c3cc(C)c(C)cc3C)nn2-c2ccccc2)cn1	-14%	-5%	.	7	0%	175%[activator]	?
CC(=O)Nc1ccc(S(=O)(=O)NCCC(=O)N2CCc3ccccc32)cc1	-15%	0%	0%	1	-5%	-20%	-16%
Cc1cc(C(=O)N2CCC(C)(C(=O)NS(=O)(=O)C3CC3)C2)n(C(C)(C)C)n1 (stereo not drawn)	.	-7%	.	18	-3%	.	.
Cc1cc(NC(=O)c2ccc(F)c(S(=O)(=O)N3CCCCC3)c2)no1	3%	6%	-2%	16	4%	-9%	22%
CC1(c2ccccc2)NC(=O)N(CC(=O)NNC(=O)c2cccc(Cl)c2)C1=O (stereo not drawn)	-14%	-16%	.	-28	56%[activator]	-17%	1%

Exported bar-delimited: part of the list above.
canonical_smiles | AmpC detergent | TbPYK inhibitor | LmPK inhibitor | HCMV inh | AMA1 RON2 block | AmpC no deterg | HCV inh
Cc1ccc(-c2nc3ccccc3c(=O)n2-c2cccc(O)c2)cc1 | -6% | -2% | 3% | ? | -3% | -13% | -6%
COc1ccc(NC(=O)C(NC(=O)Cc2cccs2)c2ccc(OC)cc2)cc1 (stereo not drawn) | 10% | -1% | . | -8 | . | . | .
CC(C)(O)CC[C@@H](O)[C@](C)(O)[C@H]1CC[C@@]2(O)C3=CC(=O)[C@@H]4C[C@@H](O)[C@@H](O)C[C@]4(C)[C@H]3CC[C@]12C | -9% | -30% | -5% | ? | -14% | -13% | -13%
O=[N+]([O-])c1ccc(Cl)c(/C=N/n2c(-c3cccnc3)n[nH]c2=S)c1 | 0% | . | 4% | . | . | 1% | 9%
Cc1ccc(CCNC(=O)C2CCCN(S(=O)(=O)c3cccc4nsnc34)C2)cc1 (stereo not drawn) | 1% | 2% | 0% | 10 | 20% | -8% | 24%

Later entries:
SMILES	AmpC detergent	TbPYK inhibitor	LmPK inhibitor	HCMV inh	AMA1 RON2 block	AmpC no deterg	HCV inh
CCCCC(=O)N/C(N)=N/c1nc2ccccc2o1	2%	2%	2%	-18	90%[activator]	-22%	?
CCC(=O)N1c2ccccc2NC2=C(C(=O)CC(C)(C)C2)C1c1ccc(O)c(OC)c1 (stereo not drawn)	-7%	-3%	-4%	-5	-22%	-20%	28%
CCOc1ccc(NC(=O)CN2CCC(n3cnc4cc(F)ccc43)CC2)cc1	6%	-7%	0%	?	10%	146%[activator]	-20%
Cn1c(CNC(=O)CCNC(=O)c2ccc(F)c(F)c2)cc(=O)n(C)c1=O	-10%	-13%	-1%	-23	-2%	-10%	21%
CCOC(=O)Cc1csc(NC(=O)C2CCCN(S(=O)(=O)c3cnc[nH]3)C2)n1 (stereo not drawn)	?	2%	8%	54	-3%	-9%	0%
Cc1cccc(C(=O)n2nc(-c3ccco3)nc2NCc2ccccc2)c1	10%	-5%	.	32	.	.	.
Cc1ccc(S(=O)(=O)N2CCN=C2SCc2ccc(Cl)c(Cl)c2)cc1	-16%	-4%	-1%	19	-2%	-29%	8%
Cc1cc(N2CCN(C)CC2)nc2ccc(NC(=O)c3ccccc3F)cc12	?	-6%&6%	3%	19&2	-6%	22%	-24%
Cc1ccnc(NS(=O)(=O)c2ccc(NC(=O)C3CC3)cc2)n1	-8%	-1%	-1%	5	14%	-34%	31%[activator]
CCOC(=O)CSc1nc(-c2ccc3c(c2)OCO3)ccc1C#N	?	-10%	1%	-21	11%	-29%	-7%
COc1ccc(CNCCSc2nnnn2C)cc1OC	-10%	4%	7%	16	-3%	-11%	11%
COc1ccc(-c2nc3c4ccccc4n(CC(=O)Nc4cc(F)ccc4F)c(=O)n3n2)cc1	4%	-2%	.	50	.	.	.
COc1ccccc1CC(=O)NCC1CCCO1 (stereo not drawn)	-4%	-2%	-1%	13	8%	.	10%
O=C(O)c1cnn2cc(-c3[nH]ncc3[N+](=O)[O-])cnc12	?	0%	-1%	11	5%	-8%	43%[activator]
Fc1ccc(C2c3cccn3CCN2C(=S)Nc2cccc(F)c2)cc1 (stereo not drawn)	-3%	-3%	4%	-23	-5%	32%	?
CCOc1cc(C=O)ccc1OCCSc1ccc(Cl)cc1	?	-4%	1%	25	18%	-11%	-5%
CCOC(=O)c1c(C)[nH]c(C)c1S(=O)(=O)N(C)CC(=O)Nc1ccccc1OC	0%	-2%	2%	-11	-1%	-13%	12%
Cc1c2cnn(CC(=O)NCC(C)c3ccccc3)c(=O)c2c(C)n1Cc1cccc(Cl)c1 (stereo not drawn)	7%	-9%	.	-3	.	.	.
CC(=O)OC1CC(n2ccc(NC(=O)c3ccccc3)nc2=O)OC1CO (stereo not drawn)	-11%	-1%	-2%	-16	-4%	-5%	8%
CCCc1ccc2ccc3ccccc3c2n1	.	0%	.	6	23%	.	.
Cc1cc(C)nc(-n2nc(C)c3c(C(F)F)cc(C)nc32)n1	?	3%	4%	18	-8%	-11%	8%
O=C(Cc1c[nH]c2ccccc12)NCc1ccc2c(c1)OCO2	?	2%	4%	-1	-9%	-7%	0%
O=C(c1cc2ccccc2c(=O)o1)N1CCCC1	-7%	.	-4%	?	.	-13%	12%
Cc1ccc(-c2nc(-c3cc4cccc(OCc5ccc(F)cc5)c4oc3=O)no2)cc1	17%	3%	.	-11	.	.	.
COc1cc2cnc(-c3ccccc3)c(-c3cc(OC)c(OC)c(OC)c3)c2cc1OC	0%	-12%	.	17	-5%	123%[activator]	13µM*
Cc1nnc2c3ccccc3nc(N3CCN(c4ccccc4)CC3)n12	8%	0%	.	-7	.	.	.
N[C@@H](Cc1ccccc1)c1nnc(SCc2ccccc2F)o1	-4%	1%	0%	20	97%[activator]	0%	-11%
Nn1c(SCC(=O)N2CCc3ccccc3C2)nnc1-c1cccs1	-2%	-3%	0%	-34	-1%	-15%	2%
COc1cc(O)c(C(CC(=O)N2CCCC(C)C2)c2ccc3c(c2)OCO3)c(OC)c1 (stereo not drawn)	1%	1%	-1%	21	41%[activator]	-7%	-22%
FCCCOc1ccc(/C=N/OCc2ccc(Cl)cc2Cl)cc1	1%	1%	0%	13	115%[activator]	-20%	-14%
CCOC(=O)c1c(NC(=O)CC2Sc3ccc(C(F)(F)F)cc3NC2=O)sc(C)c1C (stereo not drawn)	?	-3%	3%	3	-1%	-12%	1%
CCOC(=O)CN1C(=O)S/C(=C/c2cc(C)n(C)c2C)C1=O	.	-4%	.	78	-12%	.	-27%
Cc1ccc(N2CC(c3nnc(Cc4ccc(Cl)cc4)o3)CC2=O)cc1 (stereo not drawn)	1%	3%	.	6	.	.	.
COc1cc(/C=C(\C#N)C(=O)Nc2ccccc2)ccc1OCCN1CCOCC1	?	-5%	-1%	13	5%	102%[activator]	-18%
Cc1nn(-c2ccccn2)c2c1C(=O)C(Br)CC2 (stereo not drawn)	-3%	?	-12%[11.5 µM]	.	-10%	-11%	-5%
CC(=O)Nc1ccc(S(=O)(=O)N2CCCCC2C(=O)O)cc1 (stereo not drawn)	-3%	2%	-2%	17	7%	-8%	19%
C/C(N)=C(/C#N)C(=O)COC(=O)c1ccc(OCC2CCCO2)cc1 (stereo not drawn)	-4%	5%	3%	-32	-10%	6%	-4%
